High-throughput results as filed in PubChem.
aSyn yeast rescue = inhibitors of alpha-synuclein toxicity in yeast; 94,000 tested, 0.02% active; S. cerevisiae alpha-synuclein toxicity rescue, BacTiter-Glo growth, 24 h; Potency, µM (doses to about 46.1 µM), for the others: at the top dose growth rescue (activation), most hits filed as activators; active = well fitted activation curve with a large enough effect; inconclusive = small, poorly fitted or top-dose-only effect; note: 0% is about no effect
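Growth restoration measured by BacTiter-Glo luminescence after 24 hr at 30 deg C; alpha-synuclein yeast, raffinose-pregrown to mid-log, were added at OD600=0.02 in galactose medium onto pinned compounds.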
The depositor's hits bear a star; ? = inconclusive; [ ] = another dose, or the depositor's remark. Potency is the fitted concentration of half-maximal effect.

SMILES	aSyn yeast rescue
CCOC(=O)c1csc(NC(=O)CCS(=O)(=O)c2ccc(Cl)cc2)n1	-3%
Cc1ccc(C)c(N2CCN(C(=O)CCS(=O)(=O)c3ccc4c(c3)CC(=O)N4C)CC2)c1	-4%
COc1cc(C(CC(=O)NCCC(C)C)N2Cc3ccccc3C2=O)cc(OC)c1OC (stereo unspecified)	4%
CCOC(=O)CSc1nc2cccnc2n1C	-1%
CCOC(=O)N1CCN(C(=O)CSc2nc3c(cnn3-c3ccccc3)c(=O)[nH]2)CC1	-7%
Cc1ccc2c(cnn2C(=O)CCC(=O)NCc2cccc(Br)c2)c1	8%
C[C@@H]1CN([C@@H](C)CO)C(=O)c2cc(NS(=O)(=O)c3ccc(F)cc3)ccc2O[C@@H](C)CCCCO[C@H]1CN(C)C(=O)NC1CCCCC1	-2%
CCCCc1cc(=O)oc2cc(C)c3c(C)coc3c12	-6%
Cc1ccccc1-c1nc(CN2CCCC(C(=O)NCc3ccc(Cl)cc3)C2)c(C)o1 (stereo unspecified)	-7%
O=C(CCN=C1NS(=O)(=O)c2ccccc21)OCC(=O)c1ccc(F)c(F)c1	9%
COc1cc(C2c3c(-c4ccccc4O)n[nH]c3C(=O)N2Cc2ccncc2)ccc1O (stereo unspecified)	?
CC1(C2CC(C(F)(F)F)n3nc(C(=O)O)cc3N2)CC1 (stereo unspecified)	-12%
CC(C)c1ccc(NC(=O)CSc2n[nH]c(=O)n2-c2ccc3c(c2)OCCO3)cc1	-8%
Cc1ccc(Nc2nc3c(S(=O)(=O)c4ccccc4)nnn3c3ccsc23)c(C)c1	5%
CCOCCCNC(=O)NC(CCC(C)C)c1c(-n2cccc2)sc2c1CCN(C)C2 (stereo unspecified)	-4%
CCOC(=O)c1cccc(NC(=O)CCCn2c(C)c3cnn(-c4ccccc4)c(=O)c3c2C)c1	-9%
Cc1ccc2oc(C(=O)Nc3cccc(Cl)c3)cc(=O)c2c1	-13%
CC1(C)C(C=C(Cl)Cl)C1C(=O)N(Cc1ccc(Cl)cc1)C1CCS(=O)(=O)C1 (stereo unspecified)	8%
O=c1[nH]c2ccccc2c(=O)c2ccccc12	-4%
Cc1ccccc1Oc1ccc2c(c1)[C@@H]1C[C@H](N(C)C(=S)Nc3ccc(F)cc3)[C@H]([C@H](C)O)C(=O)N1CC2	7%
COC(=O)c1cc(=O)n(-c2ccccc2)c(=Nc2ccccc2)s1	-5%
O=S(=O)(Nc1cccc(S(=O)(=O)N2CCOCC2)c1)c1ccc(Cl)s1	1%
Cc1cc(C(=O)N2CCCC(C(=O)c3ccc4ccccc4c3)C2)nn1C (stereo unspecified)	-2%
CCC(=O)N1CCc2cc(CNS(=O)(=O)c3ccc(Cl)s3)ccc21	19%
CCCCOc1cccc(C2c3c(oc4ccccc4c3=O)C(=O)N2c2ccccn2)c1 (stereo unspecified)	3%
C[C@H](O)[C@@H]1CN2CCc3c([nH]c4ccccc34)[C@@H]2C[C@@H]1N(C)C(=O)Nc1ccccc1	-9%
COc1ccc2cc(CN(C)C(=O)CN3C(=O)NC4(CCCC4)C3=O)ccc2c1	0%
C[C@@H]1Cn2cnc(C(=O)N[C@@H](C)c3ccccc3)c2C(=O)N1	-6%
COc1ccc(CCNC(=O)COC(=O)c2cc(OC)c(OC)cc2OC)cc1	-8%
COc1cc(CNC(=O)c2ccc3c(c2)c(C)c(C)n3Cc2cccc(C)c2)cc(OC)c1OC	-5%
O=C(CN1C(=O)NC2(CCCC2)C1=O)NNC(=O)c1ccc(F)cc1	6%
COc1ccc(CN(C)C(=O)c2cccc(S(=O)(=O)NCc3ccccc3)c2)cc1F	6%
CC1(C)CCCC2(C)C(OCCO)=CC(=O)C=C12 (stereo unspecified)	3%
Cn1c(SCC(=O)Nc2ccccc2)nnc1-c1ccccc1	5%
CC(=O)N/C(=C/c1ccc([N+](=O)[O-])cc1)C(=O)O	6%
Cc1ccc(C)c(NC(=O)COc2coc(CN3CCc4ccccc4C3)cc2=O)c1	12%
CCC(CC)c1nn2c(=O)cc(COc3ccc(NC(=O)c4cccc(Cl)c4)cc3)nc2s1	-2%
COc1ccc([C@H]2C[C@@H](n3cc(-c4ccc(F)cc4)nn3)[C@H](O)CN2CC2CCCCC2)cc1	5%
Cc1cccc(NC(=O)CCOc2ccccc2)c1C	1%
COc1ccc(CCNC(=O)C(=O)Nc2ccc(C)c(C)c2)cc1OC	-8%
Cc1ccc2c(c1)c1c(c(=O)n(-c3ccccc3C)c(=O)n1Cc1cccc(F)c1)n2C	-1%
CCOC(=O)C1CCCN(C(=S)Nc2ccc(F)cc2)C1 (stereo unspecified)	-6%
Cc1ccccc1-c1nc(SCC(=O)N(C)c2ccccc2)c2c(=O)n(C)c(=O)n(C)c2n1	2%
CCc1ccccc1NC(=O)CN1C(=O)C2CCCN2c2ccc(S(=O)(=O)N(CC)CC)cc21 (stereo unspecified)	-5%
Clc1ccc(OCc2nc3ccccc3[nH]2)cc1	-19%
O=C(c1cc2ccccc2cc1OCC(O)CN1CCCCC1)N1CCCCC1 (stereo unspecified)	-9%
COc1ccc(NC(C)=O)cc1S(=O)(=O)Nc1ccccc1C(=O)N1CCCC1	0%
O=C(NC(=S)Nc1cc(Cl)ccc1O)c1cccc(Br)c1	4%
O=C1c2ccccc2S(=O)N1c1cccc(F)c1 (stereo unspecified)	-32%[inhibitor]
CCOc1ccc(CNC(=O)c2ccc3c(c2)nc2n3CCOC2)cc1OC	-1%
Cc1nn(-c2ccc3nnc(C)n3n2)c(C)c1CCC(=O)Nc1ccc(OC(F)(F)F)cc1	1%
COC(=O)c1ccc(OC)c(CN2C(=O)N(c3ccc(C(C)=O)cc3)S(=O)(=O)c3ccccc32)c1	4%
COCc1cc(/C=N\NC(=O)COc2ccccc2)ccc1OC	-6%
Cc1ccc(S(=O)(=O)N(C)c2ccc(C(=O)N(C)Cc3nc4ccccc4c(=O)[nH]3)cc2)cc1	-5%
CC(C)n1ncc2c(C(=O)NCc3cccnc3)cc(C3CC3)nc21	3%
CC(=O)Nc1ccc(SCc2ncc(-c3ccccc3)o2)cc1	-5%
COc1ccc(Cl)cc1NC(=O)N1CCC(CN2CCCCCC2)CC1	2%
Cc1cccc(-n2ncc(C(=O)NCc3ccccn3)c2C2CCN(C(=O)OC(C)(C)C)CC2)c1	0%
O=C(COc1ccc(-c2ccccc2)cc1)N1CCN(C(=O)c2cccs2)CC1	-1%
Cc1ccc(-c2nnn3c2nc(NCCc2ccc(Cl)cc2)c2ccccc23)cc1	5%
Additional entries follow.
SMILES	aSyn yeast rescue
COC(=O)c1ccc(CN2CCN(CCc3ccccc3)C(CCO)C2)cc1 (stereo unspecified)	0%
CCOc1ccc(-n2nnc3c(=O)n(C/C=C/c4ccccc4)cnc32)cc1	2%
CCOCCCn1c(SCC(=O)Nc2cccc(OC)c2)nc2ccccc2c1=O	-4%
Cc1cc(Cl)ccc1NC(=O)C(=O)N/N=C/c1ccc2c(c1)OCO2	7%
COc1cc(CNC[C@H]2O[C@@H](n3ccc(N)nc3=O)[C@H](O)[C@@H]2O)ccc1OCc1cccc(Cl)c1	-2%
CCN(c1ccccc1)S(=O)(=O)c1ccc(NC(=O)c2cc(=O)c3ccccc3o2)cc1	-1%
CCN(CC)S(=O)(=O)c1ccc2c(c1)N(CC(=O)NCCCN1CCN(c3cc(C)ccc3C)CC1)C(=O)CO2	1%
CC1=C(C(=O)N(C)C)CC(CC(=O)NC(c2ccccc2)c2ccccc2)C(=O)N1Cc1ccc(C(C)(C)C)cc1 (stereo unspecified)	-6%
Cc1c(C(=O)NNc2cc(=O)n(C)c(=O)n2C)cccc1[N+](=O)[O-]	-11%
Cc1ccc(NS(=O)(=O)c2ccc(C(=O)N3CCC3)cc2)cc1	10%
CC(C)c1ccc(NC(=O)c2ccc(=O)n(Cc3ccccc3)c2)cc1	-5%
N#CCCN1CCN(S(=O)(=O)c2ccc(S(=O)(=O)NCc3ccccc3)cc2)CC1	6%
CC(C)NC(=O)C1=CC(c2ccc3c(c2)OCO3)=NS(=O)(=O)N1C	2%
CCCCN1C(=O)C(CC(=O)NCc2cccc3ccccc23)CC(C(=O)N(CC)CC)=C1C (stereo unspecified)	6%
COc1ccccc1NC(=O)CSc1nc2ccccc2c(=O)n1CC1CCCO1 (stereo unspecified)	-4%

16 successive entries already listed, quoted:
SMILES	aSyn yeast rescue
COc1ccc(Cl)cc1NC(=O)N1CCC(CN2CCCCCC2)CC1	2%
Cc1cccc(-n2ncc(C(=O)NCc3ccccn3)c2C2CCN(C(=O)OC(C)(C)C)CC2)c1	0%
O=C(COc1ccc(-c2ccccc2)cc1)N1CCN(C(=O)c2cccs2)CC1	-1%
Cc1ccc(-c2nnn3c2nc(NCCc2ccc(Cl)cc2)c2ccccc23)cc1	5%
COC(=O)c1ccc(CN2CCN(CCc3ccccc3)C(CCO)C2)cc1 (stereo unspecified)	0%
CCOc1ccc(-n2nnc3c(=O)n(C/C=C/c4ccccc4)cnc32)cc1	2%
CCOCCCn1c(SCC(=O)Nc2cccc(OC)c2)nc2ccccc2c1=O	-4%
Cc1cc(Cl)ccc1NC(=O)C(=O)N/N=C/c1ccc2c(c1)OCO2	7%
COc1cc(CNC[C@H]2O[C@@H](n3ccc(N)nc3=O)[C@H](O)[C@@H]2O)ccc1OCc1cccc(Cl)c1	-2%
CCN(c1ccccc1)S(=O)(=O)c1ccc(NC(=O)c2cc(=O)c3ccccc3o2)cc1	-1%
CCN(CC)S(=O)(=O)c1ccc2c(c1)N(CC(=O)NCCCN1CCN(c3cc(C)ccc3C)CC1)C(=O)CO2	1%
CC1=C(C(=O)N(C)C)CC(CC(=O)NC(c2ccccc2)c2ccccc2)C(=O)N1Cc1ccc(C(C)(C)C)cc1 (stereo unspecified)	-6%
Cc1c(C(=O)NNc2cc(=O)n(C)c(=O)n2C)cccc1[N+](=O)[O-]	-11%
Cc1ccc(NS(=O)(=O)c2ccc(C(=O)N3CCC3)cc2)cc1	10%
CC(C)c1ccc(NC(=O)c2ccc(=O)n(Cc3ccccc3)c2)cc1	-5%
N#CCCN1CCN(S(=O)(=O)c2ccc(S(=O)(=O)NCc3ccccc3)cc2)CC1	6%

(listing goes on)
SMILES	aSyn yeast rescue
CCOc1cc(C(=O)Nc2cccc3cccnc23)cc(OCC)c1OCC	-6%
Cc1ccc(S(=O)(=O)N(C)c2c(C)ccc(S(=O)(=O)NC(C)(C)C)c2C)cc1	3%
Nc1c(C(=O)NCc2ccco2)nnn1CC(=O)Nc1ccc2c(c1)OCO2	-12%
COc1ccc(OC)c(-c2csc(-c3c(N)c(C(=O)c4ccc(Cl)cc4)n4ccccc34)n2)c1	-2%
CC1CCCCN1c1nnc(NC(=O)c2cc(-c3ccc(Br)cc3)on2)s1 (stereo unspecified)	-5%
O=C(CNC1CCN(Cc2ccccc2)CC1)Nc1ccc(S(=O)(=O)N2CCCCC2)cc1	4%
CSc1ccc(/C=N\Nc2nncn2N)cc1	-6%
COc1ccc(C2C(=O)N(C3CCC(C)CC3)CC(=O)N2CCc2ccccc2)cc1OC (stereo unspecified)	0%
COc1cc(-n2c(C)nc3ncn(-c4ccccc4)c3c2=O)cc(OC)c1OC	-7%
CCc1ccccc1NC(=O)c1cc(S(=O)(=O)N2CCc3ccccc32)ccc1F	1%
CCOc1ccc(CC(=O)NCCc2csc(-c3ccc(C)cc3)n2)cc1	5%
CO/N=C/c1cn(-c2ccc(Cl)cc2)nn1	-3%
O=C(O)c1cccc(N2C(=O)c3ccc(Oc4ccc(Cl)cc4)cc3C2=O)c1	-11%
COc1cc(OC)c(NC(=O)CCNS(=O)(=O)c2ccc3c(c2)oc(=O)n3C)cc1Cl	4%
Cc1ccccc1N1C(=O)c2ccccc2C1Nc1cccnc1 (stereo unspecified)	-8%
CC(=O)c1ccccc1NC(=O)COC(=O)/C=C/c1cccs1	-2%
CC(C)CCN(C(=O)c1csnn1)C(C(=O)NC1CCCC1)c1ccccc1 (stereo unspecified)	6%
CCN(CC)c1ccc(C(=O)NNC(=O)CNC(=O)c2ccco2)cc1	7%
COC(=O)c1ccc(C)c(NC(=O)CCc2cc(OC)c(OC)c(OC)c2)c1	0%
Cc1cc(C(=O)N2CCCC(C(=O)c3cccc4ccccc34)C2)nc(C)n1 (stereo unspecified)	10%
O=c1[nH]c2cccnc2n1-c1cccc([N+](=O)[O-])c1	-2%
Cc1cccc2sc(NNC(=O)c3ccc(S(=O)(=O)N4CCc5ccccc5C4)cc3)nc12	7%
COCCNC(=O)CS(=O)Cc1nc(-c2ccc(Cl)cc2)oc1C (stereo unspecified)	-11%
CC1CCN(S(=O)(=O)c2cc(C(=O)Nc3ccc(Br)cc3F)n(C)c2)CC1	18%
COc1cccc(CN2CCc3nc(Nc4ccc5c(c4)OCCO5)ncc3C2)c1	-9%
Cc1cc(NC(=O)CCCN2C(=O)/C(=C\c3cccs3)SC2=S)no1	1%
Cc1nn(CC(=O)c2ccccc2)c(=O)c2nn(-c3ccccc3F)c(C)c12	-2%
COc1cccc(-c2nc3c(C#N)c[nH]n3c2NC2CCCCC2)c1	-8%
Cc1sc2nc(SCC(=O)Nc3ccc(S(=O)(=O)NCCCC(=O)O)cc3)[nH]c(=O)c2c1C	3%
N#CCCn1cc(C(=O)N2CCCCC2)c(-c2cccc([N+](=O)[O-])c2)n1	-32%[inhibitor]
COC(=O)C(C)N1C(=O)S/C(=C/c2cc(C)n(-c3ccccn3)c2C)C1=O (stereo unspecified)	16%
CCOc1ccc(N=CNc2ccc(OCC)cc2)cc1	2%
CCCN(c1ccc(C(C)C)cc1)S(=O)(=O)c1ccc2c(c1)oc(=O)n2CC(=O)OCC	5%
COc1ccc(CCNC(=O)CCn2c(=O)c3ccccc3n(Cc3ccccc3)c2=O)cc1OC	?
CCCS(=O)(=O)c1nc(S(=O)(=O)c2ccc(C)cc2)c(NCCCOC(C)C)s1	-10%
CCOc1ccc(CCNC(=O)c2cc(C)nc3c2c(C)nn3-c2cccc(F)c2)cc1	0%
O=C(O)c1ccccc1-c1ccccc1C(=O)Nc1ccc2oc(=O)c3ccccc3c2c1	9%
Cc1cc2c(cc1S(=O)(=O)CCC(=O)NC1CCCCC1C)OCC(=O)N2 (stereo unspecified)	-3%
CCn1c(SCC(=O)NC2(C#N)CCCCC2)nc2ccccc2c1=O	-5%

A portion of the library; the hit share may differ from the screen's.
